High-throughput results as filed in PubChem BioAssay.
proKLK7 act: proKLK7 zymogen activators, primary screen, biochemical, fluorescence intensity | Kallikrein-7 (Homo sapiens), P49862 | purified proKLK7, EDANS-DABCYL substrate fluorescence; 100% is mature enzyme control, 0% vehicle | activation, % at 7 µM | 370,000 tested, 0.9% active | AID 652039, 2013;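 active = activation above the mean of all tested compounds plus 3 SD, computed per campaign excluding outliers beyond control limits, cut at about 13% in these data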
Tn6 DDE FP: inhibitors of Tn6 peptide binding to fibrin DD(E), primary screen, biochemical, fluorescence polarization, human fibrin, Tn6 probe; Fibrinogen beta chain (Homo sapiens), P02675; Fibrin DD(E) TRITC-Tn6 fluorescence polarization displacement; inhibition, % at 8.3 µM; 370,000 tested, 0.21% active; AID 720509, 2013;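 active = inhibition above a per-campaign cutoff: mean of compounds within control limits plus 3 SD, cut at about 15% in these data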;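 note: 0% = median of all compound wells on the plate and 100% = blocking peptide control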
Tn7 DDE FP: inhibitors of Tn7 peptide binding to fibrin DD(E), primary screen, biochemical, fluorescence polarization, human fibrin, Tn7 probe | Fibrinogen beta chain (Homo sapiens), P02675 | 370,000 tested, 0.13% active | AID 720508, 2013 | FP displacement of FITC-Tn7 peptide from fibrin DD(E); 0% = median of compound wells per plate | inhibition, % at 8.3 µM;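 active = inhibition above the mean of compounds falling within the control limits plus 3 SD of them, cut at about 14% in these data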;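 note: 0% = plate median of compound wells and 100% = 10 µM Aha-Tn7 peptide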
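Assay system: Human fibrin DD(E) protein | Medium: Tris buffer with calcium and detergent, pH 7.8 | Reagent: 0.1 µM fluorescent Tn7 | Compound dosing: Single point at 8.3 µM | Times: 10 min preincubation, 3 h with tracer, room temperature | Detection: Fluorescence polarization of the labelled Tn7 tracer | Controls: Aha-Tn7 high control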
UHRF1 MBD2 ctr: UHRF1 methylated DNA binding inhibitors, primary screen, counter-screen for MBD2 inhibitor project, biochemical, TR-FRET, human UHRF1, single concentration; 370,000 tested, 0.75% active; inhibition, % at 4.4 µM; UHRF1 binding to methylated oligo; in the data active = inhibition above about 21%;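 note: UHRF1 SRA domain binding a hemimethylated CpG hairpin DNA probe; 0% = median of test compound wells and 100% = reference inhibitor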
PLC-beta3 inh: human PLC-beta3 inhibitors, primary screen, biochemical, fluorescence. 1-phosphatidylinositol 4,5-bisphosphate phosphodiesterase beta-3 (Homo sapiens), Q01970. inhibition, % at 12.2 µM. 370,000 tested, 0.18% active. Purified PLC-beta3, fluorogenic substrate; in the data active = inhibition above about 11%;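 note: 0% = median of compound wells on plate and 100% = full blocker control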
PLCg1 inh: PLC-gamma1 enzyme inhibitors, primary screen, biochemical, fluorescence, purified enzyme | 1-phosphatidylinositol 4,5-bisphosphate phosphodiesterase gamma-1 (Homo sapiens), P19174 | fluorogenic substrate | inhibition, % at 12.2 µM | 370,000 tested, 0.84% active | AID 720700, 2013; in the data active = inhibition above about 9.5%
sPLA2-III inh: human group III sPLA2 inhibitors, primary screen, biochemical, QFRET, BODIPY PC-A2 liposome substrate | Group 3 secretory phospholipase A2 (Homo sapiens), Q9NZ20 | QFRET BODIPY PC-A2 liposome hydrolysis, fluorescence | inhibition, % at 12.2 µM | 370,000 tested, 0.56% active;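 active = inhibition above mean plus 3 SD of compounds lying within the high and low control bounds, cut at about 19% in these data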;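 note: 0% = median of test compound wells and 100% = no enzyme DMSO wells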
NR1D1 modulator: modulators of Rev-erb alpha DNA binding, primary screen, biochemical, FITC-DNA, fluorescence polarization, uHTS; Rev-erbα–FITC-DNA binding, 90 min; activity, % at 10 µM; 370,000 tested, 0.79% active;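 active = activity above about 14%, limit read from the data; passing the limit was not always enough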;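 note: 0% = DMSO wells with 35 nM protein and 100% = DMSO wells with 750 nM protein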
ARFGAP1 inhibitor: inhibitors of rat ARFGAP1 GAP activity, primary screen, biochemical, fluorescence polarization, GDP tracer; ADP-ribosylation factor GTPase-activating protein 1 (Rattus norvegicus), Q62848; Arfgap1-stimulated ARF1 GTP hydrolysis, GDP FP detection; inhibition, % at 16.5 µM; 360,000 tested, 0.26% active; AID 651572, 2012;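 active = inhibition above a per-plate limit, mean inhibition of low control wells plus 3 SD, cut at about 25% in these data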;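 note: 0% = DMSO wells with enzyme and 100% = wells lacking Arfgap1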
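Material – truncated rat Arfgap1 GAP domain · Buffer or medium – HEPES-based buffer, pH 7.5 · Reagent – human ARF1(Δ1-17)-GTP substrate · Dosing – 16.5 µM single point, 1.26% DMSO · Schedule – GTP hydrolysis reaction 2 h at 25 °C · Technique – GDP detection by fluorescence polarization · Benchmarks – No-Arfgap1 wells (100%) versus DMSO full-reaction wells (0%) · Repeats – single replicate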
ASAP1 inh: inhibitors of human ASAP1 ArfGAP activity, primary screen, biochemical, fluorescence polarization. ASAP1-stimulated ARF1 GTP hydrolysis, GDP FP detection. Arf-GAP with SH3 domain, ANK repeat and PH domain-containing protein 1 (Homo sapiens), …. 360,000 tested, 0.19% active. inhibition, % at 16.5 µM; in the data active = inhibition above about 25%;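 note: 0% = vehicle with enzyme and substrate and 100% = no enzyme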
* hit, by the source's call; i = inactive.

SMILES | proKLK7 act | Tn6 DDE FP | Tn7 DDE FP | UHRF1 MBD2 ctr | PLC-beta3 inh | PLCg1 inh | sPLA2-III inh | NR1D1 modulator | ARFGAP1 inhibitor | ASAP1 inh
CC1=CC(C)(C)N2C(=O)C(=O)c3cc(OC(=O)c4ccco4)cc1c32 | 1.4 | 2 | -4 | -7 | 2 | 0 | 10 | -1 | -2 | 16
C/C(=N\NC(=O)C1(C)CC1(Br)Br)c1ccc(NC(=O)c2ccc(C)o2)cc1 (stereo not drawn) | 0.6 | -10 | 2 | 3 | -4 | -1 | 9 | 4 | -5 | 12
Cc1nnsc1-c1nnc(SCC(=O)c2ccccc2)n1C1CC1 | -0.3 | 0 | -11 | 2 | -15 | -2 | -9 | -2 | 10 | 8
Cn1c(=O)n(CC(N)=O)c(=O)c2c1nc1n2CCCN1Cc1ccccc1 | 0.0 | -1 | -5 | 0 | 3 | 4 | 3 | 10 | -5 | 13
CN(CC(=O)Nc1ccc(F)cc1)C(=O)c1cc(-c2ccco2)nc2ccccc12 | -20 | 9 | -8 | 11 | i | i | -5 | -23 | 6 | 1
Cc1c(CCC(=O)N[C@@H](CCCNC(N)=O)C(=O)O)c(=O)oc2cc3oc4c(c3cc12)CCCC4 | 7.7 | -2 | -9 | -2 | -483 | -399 | -4 | 0 | -4 | -6
CCOC(=O)C1(CCCc2ccccc2)CCN(C(=O)CCC2=NNC(=O)CC2)CC1 | 0.3 | -1 | 0 | 0 | 2 | 1 | -5 | 0 | 23 | 1
COc1ccc(C(=O)NNC(=O)C2CCN(S(=O)(=O)c3ccc(C)cc3)CC2)cc1 | -0.1 | 5 | 2 | 0 | -1 | 0 | 3 | -1 | -4 | -6
O=CN1CCN(c2ncnc3c2nnn3Cc2c(F)cccc2Cl)CC1 | -0.2 | 8 | 8 | -1 | -4 | 3 | 1 | -1 | 3 | 1
C[C@@H](NC(=O)[C@@H]1CCCN1C(=O)OC(C)(C)C)c1ccccc1 | -0.8 | 3 | 2 | 3 | 0 | 5 | 9 | -7 | 1 | 9
CC(C)(C)n1c(=O)[nH]c2c(c1=O)CCC2 | 0.2 | -3 | 4 | -2 | 5 | 2 | 5 | 4 | -23 | -6
Cc1ccc(S(=O)(=O)NCc2ccc(C(=O)N(C)CCC#N)cc2)cc1 | -0.6 | 6 | 3 | 1 | -1 | -3 | 3 | 2 | -13 | 10
O=C(NC(=S)N1CCN(C/C=C/c2ccccc2)CC1)c1c(F)cccc1F | 0.0 | 4 | -3 | 5 | -4 | -2 | 27* | 0 | 2 | -5
COc1ccccc1CN1C(=O)C(Cc2ccccc2)ON=C1c1ncccc1C (stereo not drawn) | -0.3 | -3 | 5 | 3 | 1 | 6 | 16 | -4 | 4 | 9
O=C(C[C@H]1CC[C@H]2[C@@H](COC[C@@H](O)CN2C(=O)c2cnccn2)O1)NCc1ccc(Oc2ccccc2)cc1 | -0.3 | -2 | 3 | 5 | 11* | 2 | 0 | -1 | -13 | -12
Nc1nc(NCC(=O)O)nc(N2CCCCCC2)c1[N+](=O)[O-] | -0.4 | 5 | -1 | 0 | 10 | 9.7* | 7 | 3 | 3 | -9
CC(NC(=O)CSc1n[nH]c(N)n1)c1ccccc1 (stereo not drawn) | 0.4 | 3 | -3 | -1 | -2 | 3 | 1 | -1 | 8 | 0
CCOc1ccc(NC(=O)Cn2ncc3ccccc32)cc1 | 0.3 | 0 | 2 | 0 | -9 | 5 | 15 | -2 | -2 | 2
Cn1c(=O)c2sccc2n2c(CCCC(=O)NCCc3ccccc3)nnc12 | 0.3 | -4 | 5 | 4 | -12 | -3 | 4 | 2 | 7 | -12
C/C(Cn1nc([N+](=O)[O-])cc1C)=N\NC(=O)c1cccc(Br)c1 | 0.7 | -2 | 8 | 2 | 1 | -5 | -7 | -1 | -4 | -5
C=CC[C@@H](CC(=O)N(CCO)Cc1ccccc1)C(=O)NC[C@H](OC(=O)[C@@H](CC=C)CC(=O)OC(C)(C)C)c1ccccc1 | -0.3 | -2 | -5 | 6 | 3 | 4 | -23 | 0 | -5 | 2
CCOc1ccccc1C1NC(=O)NC(C)=C1C(=O)OC1CCCCC1 (stereo not drawn) | -0.3 | 7 | -6 | 81* | 1 | 0 | 4 | 2 | -5 | -1
COc1ccc(S(=O)(=O)N2CCCCC2)cc1NC(=O)Cn1c(=O)cnc2ccccc21 | 0.6 | -7 | 9 | 0 | -8 | -1 | -13 | -1 | 8 | 8
Cc1cc(NC(=O)CCl)n(-c2nc3ccccc3s2)n1 | -1.1 | 1 | -11 | 0 | 3 | 4 | 7 | 7 | 2 | 5
CCn1nc(C(=O)NNC(=O)c2cc(Cl)ccc2OC)c2ccccc2c1=O | -0.4 | -2 | -2 | -3 | -4 | -7 | 5 | 0 | -1 | 2
Continuation.
SMILES | proKLK7 act | Tn6 DDE FP | Tn7 DDE FP | UHRF1 MBD2 ctr | PLC-beta3 inh | PLCg1 inh | sPLA2-III inh | NR1D1 modulator | ARFGAP1 inhibitor | ASAP1 inh
CC(C(=O)NC1CCCCCC1)n1cc([N+](=O)[O-])cn1 (stereo not drawn) | 0.5 | 3 | -8 | -3 | -1 | 6 | 2 | -3 | 10 | 1
Cc1cc(C)n2nc(SC(C)C(=O)N(C)c3ccccc3)nc2n1 (stereo not drawn) | 0.1 | -1 | -6 | 2 | 0 | -1 | 5 | 3 | 12 | 8
CC(C)(C)OC(=O)N1CCC2CCN(S(C)(=O)=O)CC21 (stereo not drawn) | 0.1 | -8 | -2 | 1 | -2 | -1 | 7 | 1 | 6 | 5
Cc1noc(C)c1C(=O)N1CCC1(C)C(=O)NS(=O)(=O)c1ccccc1Cl (stereo not drawn) | -0.8 | -2 | 2 | 0 | 5 | 5 | -3 | -7 | 16 | -13
Cc1ccc(CSCc2ccc(C(=O)NC3CCCC3)o2)cc1 | 0.2 | 7 | -6 | 2 | -2 | 7 | 6 | -3 | 6 | 0
CSc1nc(N)nc2c1ncn2Cc1ccccc1 | 0.1 | -4 | 1 | 19 | -1 | -3 | 0 | -1 | -10 | 4
CC(C)C(NC(=O)CN1C(=O)c2ccccc2C1=O)c1ccccc1 (stereo not drawn) | -0.5 | -3 | 4 | 2 | -7 | 0 | -2 | -4 | -5 | -7
Cc1cc(N2CCOCC2)n2cc(-c3ccccc3)nc2n1 | 0.8 | -2 | 0 | 0 | -28 | -15 | -4 | 1 | 0 | -3
CCC(C)c1ccc(NC(=O)C2CCN(c3ccc(C(F)(F)F)cn3)CC2)cc1 (stereo not drawn) | 0.6 | 3 | -5 | -3 | -1 | 0 | -5 | 2 | -8 | -11
c1ccc(-c2noc(CSc3nnnn3C3CCCCC3)n2)cc1 | 0.0 | 1 | 0 | 0 | 0 | 2 | -26 | -2 | 2 | -19
O=C(c1ccccn1)c1conc1C(=O)c1ccc(Br)cc1 | 0.4 | 4 | -1 | 0 | -2 | -3 | 3 | -3 | -4 | 1
CCOc1ccc(S(=O)(=O)N2CCCC(C(=O)NCc3cccnc3)C2)cc1 (stereo not drawn) | 0.6 | -1 | 2 | -1 | -6 | 4 | -1 | 3 | -1 | -7
CC(C)n1cc(C(=O)c2ccccc2O)cc(C#N)c1=O | -2.7 | 0 | -2 | 2 | -11 | -5 | 6 | 1 | -1 | 2
COCCNCC(=O)Nc1ccccc1Sc1ccccc1 | 0.3 | 4 | -5 | -1 | 3 | 1 | -4 | 5 | 1 | 6
Cc1ccc(C)c(N(Cc2ccccc2F)S(C)(=O)=O)c1 | 0.8 | 14 | 3 | 3 | 0 | 10* | -4 | 9 | -7 | 3
CC(NC(=O)c1ccc(NC(=O)c2ccco2)cc1)c1ccccc1 (stereo not drawn) | -0.3 | 6 | 3 | 1 | -4 | 0 | 2 | -5 | 4 | 12
Cc1ccc(C)c(N2CCN(C(=O)c3csc4ccccc34)CC2)c1 | 0.5 | -1 | 2 | 0 | -2 | -1 | 6 | 6 | 5 | -11
CCN(CC)C(=O)[C@H]1C[C@H](CC(=O)NCc2ccc(OC)c(OC)c2)C(=O)N2CCc3c([nH]c4cc(-c5ccco5)ccc34)[C@]12C | 141* | 1 | 2 | 1 | i | i | -6 | -9 | 2 | 12
CN(Cc1c(F)cccc1Cl)C(=O)c1ccc(COc2ccccc2)cc1 | -0.1 | -8 | 5 | 8 | -9 | -1 | -9 | -3 | 14 | 7
O=C(CNC(=O)c1ccco1)N/N=C/c1cccs1 | 0.1 | -6 | -8 | 2 | -8 | 0 | 3 | -5 | 1 | 6
CCN1C(=O)[C@@H]2[C@@H]3CN(S(=O)(=O)c4ccc(C)cc4)[C@@H](c4ccccc4F)[C@@H]3C(=O)C[C@@H]2C1=O | 0.7 | 3 | 6 | -1 | -3 | -2 | -29 | 5 | 2 | 4
Cc1ccc(/C=N\Nc2cn[nH]c(=O)c2Cl)cc1 | -0.2 | -5 | -4 | 11 | -65 | -50 | -3 | 0 | 12 | -12
O=C(O)c1ccccc1Nc1ccnc(Cl)n1 | -0.6 | 6 | 10 | 4 | -137 | -86 | -2 | -5 | 17 | 1

Gathered by group, the compounds so far containing a thiophene ring, fused or not (three)
SMILES | proKLK7 act | Tn6 DDE FP | Tn7 DDE FP | UHRF1 MBD2 ctr | PLC-beta3 inh | PLCg1 inh | sPLA2-III inh | NR1D1 modulator | ARFGAP1 inhibitor | ASAP1 inh
Cn1c(=O)c2sccc2n2c(CCCC(=O)NCCc3ccccc3)nnc12 | 0.3 | -4 | 5 | 4 | -12 | -3 | 4 | 2 | 7 | -12
Cc1ccc(C)c(N2CCN(C(=O)c3csc4ccccc34)CC2)c1 | 0.5 | -1 | 2 | 0 | -2 | -1 | 6 | 6 | 5 | -11
O=C(CNC(=O)c1ccco1)N/N=C/c1cccs1 | 0.1 | -6 | -8 | 2 | -8 | 0 | 3 | -5 | 1 | 6
